Compound activity: PubChem, National Center for Advancing Translational Sciences (NCATS)
RXFP1 antagonist: qHTS Assay for Antagonists of the Relaxin Receptor RXFP1. activity change, negative = inhibition, % at 57.5 µM. 0.59% of 350,000 active. HEK293-RXFP1, relaxin-stimulated cAMP HTRF, 30 min; hits give low values. AID 1259400, 2018. Relaxin receptor 1 (Homo sapiens), Q9HBX9;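 active = activity change of -60% or lower, but not beyond a set lower limit; inconclusive = change between -60% and -40%, or beyond the set limit; inactive = change above -40%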; note: % is set by controls: 0 for no effect and ±100 for the full control effect
PGK inhibitor: qHTS Assay to Find Inhibitors of Phosphoglycerate Kinase. Phosphoglycerate kinase, glycosomal (Trypanosoma brucei brucei), P07378. 0.043% of 380,000 active. Potency, µM (top dose mostly 57.5 µM), for the others: top-dose activity change, negative = inhibition, hits mostly inhibitors. PGK/GAPDH coupled, Kinase-Glo luminescence, 60 min; note: potency is the fitted concentration of half-maximal effect; % is set by controls: 0 for no effect and ±100 for the full control effect; nearly all actives have a fitted effect of over 60% in size
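Recombinant glycosomal PGK reaction used 1,3-bisphosphoglycerate generated in-well by GAPDH (100nM final) in 100mM TEA pH 7.6, 5mM MgCl2, 0.01% Tween-20. After 60 minutes at room temperature, ATP was read by Kinase-Glo Plus luminescence end-point.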
Pol kappa inh: qHTS for Inhibitors of Polymerase Kappa; DNA polymerase kappa (Homo sapiens), Q9UBT6; purified Pol kappa, fluorescent DNA synthesis assay, 10 min; Potency, µM (titrated, usually from 107 µM), for the others: at the highest dose activity, negative = inhibition, actives largely listed as inhibitors; 0.53% of 400,000 active; note: potency is the fitted concentration of half-maximal effect; % is set by controls: 0 for no effect and ±100 for the full control effect
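Kinetic fluorescence screen: compound preincubated 15 min RT with 10 nM enzyme; 50 nM substrate (final) initiates; reads at 0/10 min.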
POLB inh: qHTS Assay for Inhibitors of DNA Polymerase Beta. Pol beta primer extension/strand displacement, fluorescence kinetic. AID 485314, 2010. Potency, µM (series often up to 114 µM), for inactives: at the top dose activity change, negative = inhibition, actives largely listed as inhibitors. 1.3% of 340,000 active. P06746; note: potency is the fitted concentration of half-maximal effect; % is set by controls: 0 for no effect and ±100 for the full control effect
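Homogeneous kinetic assay of primer extension and strand displacement by 10 nM Pol beta, preincubated 15 min at room temperature with compound before 50 nM substrate (final) was added. Read at 0 and 10 min; four-parameter Hill fit.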
BLM helicase inh: qHTS Assay for Inhibitors of Bloom's syndrome helicase (BLM). RecQ-like DNA helicase BLM (Homo sapiens), P54132. recombinant BLM DNA unwinding, fluorescence dequenching. Potency, µM (series often up to 56.1 µM), without a hit: at the top dose activity change, negative = inhibition, most hits filed as inhibitors. 0.2% of 350,000 active. AID 2528, 2010;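 note: potency is the fitted concentration of half-maximal effect; plate controls were vehicle for no effect and no enzyme for full effect; nearly all actives have a fitted effect of over 35% in size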
APEX1 inh: qHTS Assay for Inhibitors of the Human Apurinic/apyrimidinic Endonuclease 1 (APE1) | AID 2517, 2012 | 0.35% of 350,000 active | Potency, µM (titrated, usually from 65.8 µM), for the others: top-dose activity change, negative = inhibition, actives largely listed as inhibitors | DNA repair nuclease/redox regulator APEX1 (Homo sapiens), P27695 | recombinant APE1, TAMRA/BHQ-2 abasic DNA cleavage fluorescence;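 note: potency is the fitted concentration of half-maximal effect; plate controls were vehicle for no effect and reference inhibitor for full effect; nearly all actives have a fitted effect of over 55% in size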
Target sequence (P27695 whole entry, looked up): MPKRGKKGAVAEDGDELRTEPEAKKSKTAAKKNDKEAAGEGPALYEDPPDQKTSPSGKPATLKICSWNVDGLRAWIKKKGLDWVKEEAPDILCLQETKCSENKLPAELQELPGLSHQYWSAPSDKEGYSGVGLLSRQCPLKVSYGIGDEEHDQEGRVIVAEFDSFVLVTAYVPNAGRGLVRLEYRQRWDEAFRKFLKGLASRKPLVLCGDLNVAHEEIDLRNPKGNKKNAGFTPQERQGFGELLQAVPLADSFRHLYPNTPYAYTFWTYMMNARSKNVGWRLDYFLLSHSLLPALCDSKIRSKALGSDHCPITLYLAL
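Activity was derived from the fluorescence gain between first and third kinetic reads (60 s intervals, ex 525/em 598 nm) after 50 nM THF-abasic TAMRA/BHQ-2 duplex was added to 0.75 nM APE1 preincubated 15 min with compound.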
Apoferritin bind: qHTS Assay for Identification of Novel General Anesthetics | apoferritin/1-aminoanthracene competitive binding, fluorescence | AID 485281, 2010 | Potency, µM (titrated, usually from 77.5 µM), inactives show top-dose activity change, negative = displacement, hits mostly inhibitors | 0.074% of 350,000 active; note: potency is the fitted concentration of half-maximal effect; % is set by controls: 0 for no effect and ±100 for the full control effect; nearly all actives have a fitted effect of over 20% in size
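Concentration-response curves derived by four-parameter Hill fitting of normalized fluorescence, where compounds displaced 1-AMA from 10 uM horse apoferritin following a brief 10 min room-temperature incubation; propofol titration acted as positive control.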
POLI inh: qHTS for Inhibitors of Polymerase Iota. DNA polymerase iota (Homo sapiens), Q9UNA4. Pol iota fluorescent replication assay, 10 min. Potency, µM (doses to about 115 µM), for the others: top-dose activity, negative = inhibition, hits mostly inhibitors. 1% of 390,000 active; note: potency is the fitted concentration of half-maximal effect
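Fluorescent replication assay read twice, at 0 min and 10 min after adding 50 nM (final) substrate. Enzyme (10 nM) and compounds were first incubated 15 min at room temperature; enzyme-free buffer wells were negative controls.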
Pol eta inh: qHTS for Inhibitors of Polymerase Eta | DNA polymerase eta (Homo sapiens), Q9Y253 | Potency, µM (series often up to 114 µM), for inactives: at the highest dose activity change, negative = inhibition, most hits filed as inhibitors | recombinant Pol eta, fluorescent DNA replication assay | 1.2% of 390,000 active; note: potency is the fitted concentration of half-maximal effect; % is set by controls: 0 for no effect and ±100 for the full control effect
Target sequence (Q9Y253 whole entry, looked up): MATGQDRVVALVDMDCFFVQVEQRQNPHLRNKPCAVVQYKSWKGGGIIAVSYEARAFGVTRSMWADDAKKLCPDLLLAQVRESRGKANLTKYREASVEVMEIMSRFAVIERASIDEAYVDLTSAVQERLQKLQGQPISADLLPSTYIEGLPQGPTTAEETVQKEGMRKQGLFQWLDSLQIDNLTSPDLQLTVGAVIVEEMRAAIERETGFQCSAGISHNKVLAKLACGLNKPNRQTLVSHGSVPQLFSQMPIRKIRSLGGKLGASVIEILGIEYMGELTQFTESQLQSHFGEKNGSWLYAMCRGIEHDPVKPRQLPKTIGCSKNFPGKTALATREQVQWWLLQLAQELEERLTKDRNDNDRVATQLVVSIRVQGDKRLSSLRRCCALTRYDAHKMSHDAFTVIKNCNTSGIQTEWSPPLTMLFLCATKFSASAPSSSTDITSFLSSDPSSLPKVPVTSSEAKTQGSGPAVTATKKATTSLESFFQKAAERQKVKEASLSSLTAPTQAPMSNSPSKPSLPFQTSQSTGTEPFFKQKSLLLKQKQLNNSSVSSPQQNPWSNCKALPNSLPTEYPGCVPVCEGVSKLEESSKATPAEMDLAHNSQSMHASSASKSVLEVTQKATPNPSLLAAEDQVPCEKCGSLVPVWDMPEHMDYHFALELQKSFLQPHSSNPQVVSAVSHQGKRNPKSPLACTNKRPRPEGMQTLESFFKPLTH
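Pol eta at 10 nM preincubated with compounds 15 min at room temperature; reaction started with fluorescent substrate (50 nM final) and read kinetically at 0 and 10 min.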
* = called active by the depositor; i = inactive; ? = inconclusive; · = not tested or not shown; [ ] = remark or other dose. Unless noted, calls come from the whole dose curve; as a rule, active = well fitted curve in the direction sought with a large enough effect; inconclusive = small, poorly fitted or top-dose-only effect, or another doubt; inactive = no such curve, though single readings can be large; an effect the other way counts as inactive or inconclusive. The list is partial; count on the stated rates, not on these rows.

Below each SMILES – RXFP1 antagonist, PGK inhibitor, Pol kappa inh, POLB inh, BLM helicase inh, APEX1 inh, Apoferritin bind, POLI inh, Pol eta inh
- O=C(O)c1ccc(N2CCCCC2)cc1O
    7.4, 6.0%, 0.3%, 3.1%, -0.5%, 12.4%, -5.7%, 18.0%, -16.6%
- Cc1c(CCNC(=O)c2ccco2)sc2nc(-c3ccc(F)cc3)nn12
    -6.8, -4.2%, -5.8%[60.1 µM], 2.5%, 2.4%, ·, -0.7%, 38.7%[activator], 4.2%
- CC(=O)Nc1cccc(Oc2nc(C)cc(C)c2C#N)c1
    ·, -1.7%, -5.0%, 7.0%, -1.2%, -3.3%, -4.9%, 11.7%, -1.9%
- COc1ccc(NC(=O)Cc2ccc(C)c(C)c2)cc1S(=O)(=O)N1CCCCC1
    -14.6, 1.8%, -3.7%, ·, ·, -20.4%, ·, -7.3%, -23.0%
- O=c1ccc(=O)n(-c2ccccc2)[nH]1
    -0.4, -1.2%, -3.9%, -1.7%, 0.0%, 1.0%, 4.9%, -17.3%[58.9 µM], -19.3%
- O=C(CCn1cccc1)NCCc1ccc(Cl)cc1
    8.0, i, 5.1%, 26.3%, -6.7%, 3.7%, -18.6%, 3.6%, -4.1%
- Cc1nc(SCC(=O)Nc2c(C)n(C)n(-c3ccccc3)c2=O)c2cnn(-c3ccccc3)c2n1
    15.1, -2.0%, -15.7%, ·, ·, ·, ·, 7.9%, -19.4%
- O=C(O)C1Nc2c(C(F)(F)F)ccc(Cl)c2C2C=CCC12 (stereo not given)
    0.6, -2.6%, -5.6%, 44.7µM*, -4.5%, 26.5%, 0.5%, ?, ?
- CCCCOC(=O)Nc1ccc(S(=O)(=O)Nc2nc(C)cc(C)n2)cc1
    -12.1, i, -10.6%, 10.6%, -0.5%, 8.3%, 0.0%, -11.5%[58.9 µM], -8.5%
- O=C(COC(=O)Cc1ccc(Cl)cc1)Nc1ccccc1F
    -9.8, i, 4.2%, -15.8%, -1.6%, -4.4%, -19.2%, 81.3%[activator], -10.9%
- O=C(Nn1cnnc1)c1ccccc1-c1ccccc1
    -4.2, 1.1%, -6.4%, -1.1%, -0.6%, 2.2%, -7.7%, 10.0%, 9.6%
- Cc1cc(-c2nnc(SCC(=O)c3ccc(F)cc3)o2)no1
    2.3, -0.4%, -14.8%, -5.4%, -2.8%, 4.0%, 1.0%, 75.2%[activator], -9.9%
- O=C(CSc1ncc(C(F)(F)F)cc1Cl)NCC1CCCO1 (stereo not given)
    -8.6, i, -2.9%, -16.9%, -2.8%, 3.7%, -1.8%, 7.5%, -3.9%
- COC(=O)C12CCC3(SCCS3)C(C(=O)OC)(CCC13SCCS3)C2
    -5.8, 11.4%, -3.8%, -1.3%, -1.9%, 0.8%, -9.9%, 126.0%[activator], -13.7%
- Cc1ccccc1Nc1ccc2nonc2c1[N+](=O)[O-]
    10.6, -9.2%, -7.3%, 40.6%, -0.8%, 31.6%[activator], -1.6%, 18.9%, -13.8%
- CCC(=O)Nc1ccc(C(=O)Cn2nc(C(=O)O)c3ccccc3c2=O)cc1
    ·, ·, ·, ?, -12.8%, -4.2%, -13.1%, ·, ·
- FC(F)(F)c1cnc(N2CCN(C(=S)NCc3ccccc3)CC2)c(Cl)c1
    -30.0, -9.1%, -5.8%, -0.4%, -12.2%, 4.7%, -12.5%, -6.4%, ?
- CN(C)c1ccc2c3c(ccc(N(C)C)c13)C(=O)OC2
    -7.4, -2.7%, -0.3%, 1.3%, 6.3%, 15.5%, 2.9%, 88.7%[activator], -2.3%
- CCOC(=O)c1cnc(SCC(=O)Nc2cccc(OC)c2)nc1N
    2.1, -8.7%, 3.7%, -0.3%, 1.5%, -6.8%, -14.7%, 17.4%, -2.9%
- Cc1cc(C(=O)Nc2ccc3c(c2)OCO3)no1
    5.7, -2.9%, 0.8%, -4.3%, -11.2%, -13.3%, -13.0%, 17.1%, -10.5%

Below each SMILES – RXFP1 antagonist, PGK inhibitor, Pol kappa inh, POLB inh, BLM helicase inh, APEX1 inh, Apoferritin bind, POLI inh, Pol eta inh
- Cc1cc(C)c(C(=O)NC2CC(C)(C)Cc3c2cnn3-c2cccc(F)c2)[nH]1 (stereo not given)
    -2.5, -10.6%, -15.3%, 5.5%, -10.4%, 8.2%, -18.4%, 18.4%, -16.1%
- O=[N+]([O-])c1ccc2nc(N3CCCC3)sc2c1
    16.0, ·, -0.5%, 3.0%, -4.6%, -13.7%, -2.1%, -18.2%, -2.4%
- CCCC(=O)Nc1ccc2oc(-c3cncc(Br)c3)nc2c1
    1.5, -1.6%, -0.3%, -31.8%, 1.7%, 5.2%, 1.3%, 52.7%[activator], -17.8%
- CCOC(=O)c1nnc(-c2ccccc2)nc1NCc1ccc(Cl)cc1
    -10.1, -2.7%, -3.7%, -1.0%, -7.4%, 1.4%, -18.8%, 17.2%, -15.1%
- CCN1CCN(c2ccc(NC(=O)c3ccc4c(c3)[nH]c(=O)n4Cc3ccc(OC)cc3)cc2)CC1
    -14.3, i, -10.8%, -17.3%, -1.7%, 9.2%, 4.7%, -8.5%, -15.0%
- COC(C[C@H]1O[C@H]1[C@H](O)[C@H](C)OCc1ccccc1)OC
    ·, -1.0%, 14.9%, -1.6%, -2.0%, 1.4%, -12.7%, 17.2%, -4.9%
- O=C(Nc1nc2ccccc2n1CCN1CCCCC1)c1ccco1
    -1.3, -3.6%, -5.0%, -1.3%, -2.0%, -0.7%, -11.5%, -13.1%, -7.4%
- NC(=O)CC(NC(=O)Cc1ccc(Cl)cc1)c1ccc(NC2CC3CCC2C3)c([N+](=O)[O-])c1 (stereo not given)
    ·, 3.8%, -35.2%, 4.6%, -13.3%, -19.2%, ?, -28.7%, -8.1%

A second format for part of the listing above.
Molecule	RXFP1 antagonist	PGK inhibitor	Pol kappa inh	POLB inh	BLM helicase inh	APEX1 inh	Apoferritin bind	POLI inh	Pol eta inh
O=C(CSc1ncc(C(F)(F)F)cc1Cl)NCC1CCCO1 (stereo not given)	-8.6	i	-2.9%	-16.9%	-2.8%	3.7%	-1.8%	7.5%	-3.9%
COC(=O)C12CCC3(SCCS3)C(C(=O)OC)(CCC13SCCS3)C2	-5.8	11.4%	-3.8%	-1.3%	-1.9%	0.8%	-9.9%	126.0%[activator]	-13.7%
Cc1ccccc1Nc1ccc2nonc2c1[N+](=O)[O-]	10.6	-9.2%	-7.3%	40.6%	-0.8%	31.6%[activator]	-1.6%	18.9%	-13.8%
CCC(=O)Nc1ccc(C(=O)Cn2nc(C(=O)O)c3ccccc3c2=O)cc1	·	·	·	?	-12.8%	-4.2%	-13.1%	·	·
FC(F)(F)c1cnc(N2CCN(C(=S)NCc3ccccc3)CC2)c(Cl)c1	-30.0	-9.1%	-5.8%	-0.4%	-12.2%	4.7%	-12.5%	-6.4%	?
CN(C)c1ccc2c3c(ccc(N(C)C)c13)C(=O)OC2	-7.4	-2.7%	-0.3%	1.3%	6.3%	15.5%	2.9%	88.7%[activator]	-2.3%
CCOC(=O)c1cnc(SCC(=O)Nc2cccc(OC)c2)nc1N	2.1	-8.7%	3.7%	-0.3%	1.5%	-6.8%	-14.7%	17.4%	-2.9%
Cc1cc(C(=O)Nc2ccc3c(c2)OCO3)no1	5.7	-2.9%	0.8%	-4.3%	-11.2%	-13.3%	-13.0%	17.1%	-10.5%
Cc1cc(C)c(C(=O)NC2CC(C)(C)Cc3c2cnn3-c2cccc(F)c2)[nH]1 (stereo not given)	-2.5	-10.6%	-15.3%	5.5%	-10.4%	8.2%	-18.4%	18.4%	-16.1%
O=[N+]([O-])c1ccc2nc(N3CCCC3)sc2c1	16.0	·	-0.5%	3.0%	-4.6%	-13.7%	-2.1%	-18.2%	-2.4%
CCCC(=O)Nc1ccc2oc(-c3cncc(Br)c3)nc2c1	1.5	-1.6%	-0.3%	-31.8%	1.7%	5.2%	1.3%	52.7%[activator]	-17.8%
CCOC(=O)c1nnc(-c2ccccc2)nc1NCc1ccc(Cl)cc1	-10.1	-2.7%	-3.7%	-1.0%	-7.4%	1.4%	-18.8%	17.2%	-15.1%
CCN1CCN(c2ccc(NC(=O)c3ccc4c(c3)[nH]c(=O)n4Cc3ccc(OC)cc3)cc2)CC1	-14.3	i	-10.8%	-17.3%	-1.7%	9.2%	4.7%	-8.5%	-15.0%
